Compound activity: PubChem, National Center for Advancing Translational Sciences (NCATS)
Pf Dd2 inh – blocks in vitro growth of P. falciparum Dd2. P. falciparum Dd2 growth, SYBR Green, 72 h. Potency, µM (titrated, usually from 28.9 µM), for the others: at the highest dose activity, negative = inhibition, actives largely listed as inhibitors. 4.3% of 120,000 active. AID 1347417; active = well fitted inhibition curve with a large enough effect; inconclusive = small, poorly fitted or top-dose-only effect; inactive = no such curve, though single readings can be large or run the other way;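 note: plate controls were DMSO vehicle for no effect and reference drug for full effect; nearly all actives have a fitted effect of over 65% in size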
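Readout: SYBR Green fluorescence, 485 nm excitation, 535 nm emission, after ~16 h lysis at 37C. Before that, Dd2-infected red cells (2.5% hematocrit) grew 72 h with compound, 29 uM top final concentration.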
Active calls of the source: *; i = inactive; u = inconclusive; [ ] = dose if it differs, or a comment. Potency is the fitted concentration of half-maximal effect.

SMILES | Pf Dd2 inh
Cc1ccccc1C(=O)N[C@H]1[C@H](O)[C@H](O)C[C@@H]1c1ccc(C(F)(F)F)cc1 | 3.55µM*
Cc1ccc(C(=O)N2CCCN(C(=O)C3CC3)C(c3ccccc3)CC(=O)NCC2)s1 (stereo unspecified) | u
CCC1Oc2ccc(NC(=O)c3ccc(F)cc3F)cc2CN(Cc2ccc(Cl)cc2)C1=O (stereo unspecified) | i
CN1C(=O)[C@@H]2C[C@@H](CN2C2CCOCC2)Oc2ccccc21 | -4.1%[44.1 µM]
CCC(C(=O)NCc1ccc(OC)c(OC)c1)n1nc(C)c2c(C)n(-c3ccc(C)cc3)nc2c1=O (stereo unspecified) | 2.82µM*
Cn1nc(-c2cccs2)cc1[C@H]1CN2CC[C@H]1C[C@@H]2CNC(=O)Nc1ccccc1 | u
Cc1cccc(-n2nnc(-c3nc(-c4ccccc4)no3)c2N)c1C | -18.1%
CCc1noc(-c2ccn3c(CNC(=O)c4ccc(F)c(Cl)c4)nnc3c2)n1 | 7.8%
CCOC(=O)N1CCc2c(sc3c2C(=O)NC(c2cc(OC)c(O)c(OC)c2)N3)C1 (stereo unspecified) | -14.7%
COC(=O)c1ccccc1NC(=O)CSc1nc2ccccc2nc1Cc1ccccc1OC | 7.6%
Cc1ccc(CCNC(=O)CS(=O)Cc2nc(-c3ccccc3Cl)oc2C)cc1 (stereo unspecified) | -8.3%
CCOc1ccc(CNC(=O)C2CCN(S(=O)(=O)c3cn(C)cn3)CC2)cc1OC | 13.3%
COc1ccc(C(=O)NCc2nnc3ccc(-c4ccc(C)c(C)c4)nn23)cc1 | -5.8%
CCOC(=O)c1ccc(N2C(=O)c3[nH]nc(-c4ccc(OC)cc4)c3C2c2ccc(C)cc2)cc1 (stereo unspecified) | 8.91µM*
COC(=O)c1scc(-c2ccccc2)c1S(=O)(=O)Nc1ccc(C)c(Cl)c1 | i
COc1cccc(-c2n[nH]c3c2CC(=O)N(Cc2ccccc2F)C3)c1OC | i
C[C@@H]1CN(C(=O)c2cccc(N3CCCC3=O)c2)C[C@@]1(O)C1CCC1 | i
c1ccc(CCc2nc3nccc(-c4ccncc4)n3n2)cc1 | u
NC(=O)[C@H](Cc1ccc(O)cc1)NC(=O)[C@@]1(O)C[C@@H](O)[C@H](O)[C@@H](NC(=O)CC2(CC(=O)O)CCCC2)C1 | -23.4%
OC1(c2cccc(C(F)(F)F)c2)CCN(Cc2nc(COc3ccccc3)no2)CC1 | u
Cc1cccc(OCC(=O)NCC2(N3CCN(C)CC3)CCCCC2)c1 | u
COc1cc2c(cc1-c1cnn(C)c1)NC(=O)C21CCN(C(C)=O)CC1 | i
COCC(=O)N1CCn2c(nn(-c3ccncc3)c2=O)C1 | 13.3%[44.1 µM]
O=C(CSc1nnc(-c2ccc(Cl)cc2)o1)N1CCc2ccccc21 | 14.0%
CCc1cccc(NC(=O)c2cc3c(=O)[nH]c4ccccc4c3n2C)c1 | u
CCSc1oc(-c2cccs2)nc1S(=O)(=O)c1ccc(Br)cc1 | 11.2%
CCN(CC)Cc1cnc2c(C(=O)NC(C)CO)cnn2c1 (stereo unspecified) | -7.7%
COc1ccc(CCNC(=O)CCc2cn(Cc3ccc(C)cc3)c3ccccc23)c(OC)c1OC | -27.5%
CC(=O)N1CCc2cc(CNS(=O)(=O)c3ccc(Cl)s3)ccc21 | -8.3%
COCC1CN(C)CC12CCN(Cc1scnc1C)CC2 (stereo unspecified) | 11.9%
Cc1ccc(NC(=O)CN(C)S(=O)(=O)c2ccc3nc(C)sc3c2)c(C)c1 | 32.3%[activator]
COc1ccc(CN2C(=O)[C@@H]3C[C@@H](CN3C)Oc3ccccc32)cc1 | i
CC(C)C(=O)N1CCC(Oc2ncccc2C(=O)N2CCCCC2)C1 (stereo unspecified) | -8.7%
COc1cc2c(cc1Oc1ccccc1)NC(=O)C21CCN(Cc2ccccc2)CC1 | i
COc1ccccc1Cn1c(C2CC(=O)N(c3ccccc3OC)C2)nc2ccccc21 (stereo unspecified) | u
CC(=O)c1ccc(NC(=O)N2C[C@@H]3C[C@H](C2)c2ccc(NS(=O)(=O)Cc4ccccc4)c(=O)n2C3)cc1 | 9.9%
O=C(c1cccn2nccc12)N1CCOCC1 | 3.0%[44.1 µM]
O=C1NC[C@@H](CCC(=O)N2CCN(c3ccccc3)CC2)N2C[C@@H](NCc3ccccc3)C[C@@H]12 | -24.1%
COc1ccc(N2CCN(CCCNC(=O)c3cnn(-c4ccc(F)cc4)c3-n3cccc3)CC2)cc1 | u
CC(C)(C)C(=O)N1CC[C@@H](CC(=O)O)[C@@H](CCN2CCN(c3ccc(F)cc3)CC2)C1 | -19.2%[44.1 µM]
CCc1ccc(C(=O)c2cn(CC(=O)Nc3ccc(F)cc3)c3ccc(OC)cc3c2=O)cc1 | u
CN(Cc1ccc2nonc2c1)Cc1ccccc1OCC(O)CN1CCCCC1 (stereo unspecified) | u
CCCNC(=O)N1CC(c2nc(CCOc3cccc(C)c3)no2)C1 | i
O=C(Cc1cccn1-c1ccc(F)cc1)NCCN1CCc2ccccc2C1 | u
Cc1cccc(NC(=O)CSc2nc3ccccc3nc2N2CCOCC2)c1C | i
Cc1ccc(CNC(=O)CCc2nnc3n(C)c(=O)c4sccc4n23)cc1 | 0.9%
COc1ccc(N2CCN(C(=O)C3CCN(S(=O)(=O)c4cccc5nonc45)CC3)CC2)cc1 | -28.8%
Cc1cccc(-c2nc3c(cnn3-c3ccccc3)c(=O)n2-c2ccc(Cl)cc2)c1 | u
CCOC(=O)c1c(C)[nH]c(C)c1S(=O)(=O)N1CCCC(C(=O)Nc2ccc(OC)c(Cl)c2)C1 (stereo unspecified) | i
Cc1cc(-n2c(C)nc3ccccc3c2=O)ccc1NC(=O)c1cccc([N+](=O)[O-])c1 | 8.91µM*
OCC1(Cc2ccccc2)CCCN(Cc2ccccc2-c2ccco2)C1 (stereo unspecified) | u
O=C(Cc1cccc(Cl)c1)N1CCc2nc(C3CC3)nc(-c3ccc(Cl)cc3)c2C1 | u
CCOc1ccc(CC(=O)N2CCN(C(=O)c3nnn4c3COC(c3ccc(C)cc3)C4)CC2)cc1 (stereo unspecified) | u
CNC(=O)c1cnn2c1CN(C(C)=O)CC2 | 12.1%[44.1 µM]
Cc1cc(C)c2oc(C(=O)Nc3ccc(S(=O)(=O)N4CCC(C)CC4)cc3)cc(=O)c2c1 | 37.5%[activator]
COc1ccc(CN2CCN(c3ncnc4c3CCC4)CC2CCO)c(C)c1C (stereo unspecified) | u
COc1ccc(CCNC(=O)CCc2c(C)nc3c(c(C)nn3-c3ccccc3)c2C)c(OC)c1 | 14.8%
COCCOCC1(CNC(=O)C2CC2)C[C@@H](O)[C@@H](O)C1 (stereo partly specified) | 22.2%[44.1 µM]
COc1ccc(N(C)C(=O)C2CCN(S(=O)(=O)c3cc(Br)cc4c3N(C(C)=O)CC4)CC2)cc1 | u
CNCc1cn(C[C@H]2CC3CCN2C[C@@H]3C(=O)NCc2ccccc2)nn1 (stereo partly specified) | 13.3%[44.1 µM]
(further entries)
SMILES | Pf Dd2 inh
CC(C)NC(=O)CC[C@@H]1CNC(=O)[C@@H]2C[C@H](NCc3ccc(N(C)C)cc3)CN12 | 17.6%[44.1 µM]
COCCOc1ccnc(-c2noc([C@@H]3CCCN3Cc3cccc(OC(F)(F)F)c3)n2)c1 | -15.2%
O=C(Cc1ccccc1)N1CCC2(CC1)CN(c1ncccn1)CC2CO (stereo unspecified) | -13.7%
Cc1ccc(C(=O)Nc2ccc(C(=O)OCc3cc(=O)n4ccsc4n3)cc2)cc1 | -7.1%
Oc1ccccc1-c1cc(C2=CCOCC2)c2cncn2c1 | 1.26µM*
CN1CCN(C(=O)c2cnn(-c3ccc(F)cc3F)c2C2CCN(C(=O)OC(C)(C)C)CC2)CC1 | 16.1%
CCOc1ccccc1CNC(=O)c1cnc2sc(N3CCCCCC3)nn2c1=O | u
CCOc1ccccc1C(=O)NC(C)C(=O)N1CCN(c2ccccn2)CC1 (stereo unspecified) | i
Cc1cnc(CN2CCC3(CCC(=O)N(CCCO)C3)CC2)[nH]1 | u
CCCOc1ccc(CN2CCC3(CC2)CC(O)CCO3)cc1OC (stereo unspecified) | 8.1%
Clc1ccc(-c2nnc3n2CCN(CC2CC2)C3)cc1 | 3.4%[44.1 µM]
COc1ccc(OCC2(C)COc3ccc(C(=O)NCC4CCOCC4)cc3N2)cc1 (stereo unspecified) | -10.8%[44.1 µM]

Of the compounds above, these contain a Cl atom:
SMILES | Pf Dd2 inh
CCC1Oc2ccc(NC(=O)c3ccc(F)cc3F)cc2CN(Cc2ccc(Cl)cc2)C1=O (stereo unspecified) | i
CCc1noc(-c2ccn3c(CNC(=O)c4ccc(F)c(Cl)c4)nnc3c2)n1 | 7.8%
Cc1ccc(CCNC(=O)CS(=O)Cc2nc(-c3ccccc3Cl)oc2C)cc1 (stereo unspecified) | -8.3%
COC(=O)c1scc(-c2ccccc2)c1S(=O)(=O)Nc1ccc(C)c(Cl)c1 | i
O=C(CSc1nnc(-c2ccc(Cl)cc2)o1)N1CCc2ccccc21 | 14.0%
CC(=O)N1CCc2cc(CNS(=O)(=O)c3ccc(Cl)s3)ccc21 | -8.3%
Cc1cccc(-c2nc3c(cnn3-c3ccccc3)c(=O)n2-c2ccc(Cl)cc2)c1 | u
CCOC(=O)c1c(C)[nH]c(C)c1S(=O)(=O)N1CCCC(C(=O)Nc2ccc(OC)c(Cl)c2)C1 (stereo unspecified) | i
O=C(Cc1cccc(Cl)c1)N1CCc2nc(C3CC3)nc(-c3ccc(Cl)cc3)c2C1 | u
Clc1ccc(-c2nnc3n2CCN(CC2CC2)C3)cc1 | 3.4%[44.1 µM]

(further entries)
SMILES | Pf Dd2 inh
O=C(CCc1nnn2c1CN(C(=O)NCc1ccc(F)cc1)CC2)N1CCOCC1 | -0.7%
CCOc1ccc(NCc2cccn2-c2nnc(N3CCC(C(=O)NCc4cccc(OC)c4)CC3)s2)cc1 | i
COc1cccc(Cn2c(=O)n(-c3cc(C)cc(C)c3)c(=O)c3oc4ccccc4c32)c1 | u
Cc1cccc(NC(=O)N2CCN3CCCCC3C2)c1C (stereo unspecified) | 32.4%[activator]
COCCC(=O)N1C[C@@H](Oc2ccccc2)C[C@@H]1C(=O)N1CCOCC1 | 24.9%
Cc1nnc(NC(=O)CSCc2cc(=O)c3ccc(C)c(C)c3[nH]2)s1 | -11.0%
O=C(c1cccc([N+](=O)[O-])c1)N1CCN(CCc2ccncc2)CC1 | 11.7%
COc1cccc(CNC(=O)CN2C(=O)NC(c3ccccc3Cl)C3=C2COC3=O)c1 (stereo unspecified) | -26.4%
CCOc1ccc2c(n1)CCN(C(=O)Cc1ccccc1)C2 | u
COc1cccc(NC(=O)N[C@H]2C[C@@H](c3nc(C)no3)N(C)C2)c1 | u
CC(=O)N1C[C@H](NC(=O)c2cccc(C)c2Cl)[C@@H](C(C)C)C1 | u
Cn1cc(S(=O)(=O)N2CCCC2)cc1C(=O)N1CCN(c2cccc(Cl)c2)CC1 | -3.9%
O=C(NCCN1CCOCC1)c1c[nH]c2ncccc12 | 1.7%[44.1 µM]
Cc1cnc(C2CCOCC2)n1CC1CCN(C(=O)c2cccnc2)CC1 | 19.0%
COc1ccc(CCNC(=O)CCCn2c(=O)c3ccccc3n(Cc3cccc(Cl)c3)c2=O)cc1OC | u
COCc1noc([C@@H]2CN(Cc3cn(C)c4ccc(OC)cc34)C[C@H]2C(N)=O)n1 | u
CCC1Oc2ccc(C)cc2N(CC(=O)NCc2ccc(F)cc2)C1=O (stereo unspecified) | i
CN(C)C[C@@H]1CN(S(C)(=O)=O)C[C@H]1NC(=O)CCc1nc2ccccc2[nH]1 | 44.7%[activator]
Cc1ccc(NC(=O)c2ccc3c(c2)N(C)C2CCCN2C3=O)cc1 (stereo unspecified) | i
Cc1ccsc1[C@@H]1CCN(Cc2cccn2-c2cccnc2)C[C@H]1O | u
Cc1cc(N2CCCCC2)nc2ccc(NC(=O)CCC(=O)N3CCN(c4cccc(Cl)c4)CC3)cc12 | 11.2µM*
CCN(Cc1ccccc1)C(=O)Cn1nc2n(c1=O)CCCCC2 | -7.1%
COC(=O)c1c(-c2ccc(Cl)cc2)noc1N1CCN(c2ccccc2OC)CC1 | u
CN(Cc1ccccc1)C(=O)c1ccc2c(c1)[nH]c(=O)n2C1CCC(O)CC1 (stereo unspecified) | -11.1%

Gathered by group: the entries above containing a CF3 group
SMILES | Pf Dd2 inh
Cc1ccccc1C(=O)N[C@H]1[C@H](O)[C@H](O)C[C@@H]1c1ccc(C(F)(F)F)cc1 | 3.55µM*
OC1(c2cccc(C(F)(F)F)c2)CCN(Cc2nc(COc3ccccc3)no2)CC1 | u
COCCOc1ccnc(-c2noc([C@@H]3CCCN3Cc3cccc(OC(F)(F)F)c3)n2)c1 | -15.2%

Next part
SMILES | Pf Dd2 inh
COCCNC(=O)CCC(=O)NNc1nc2ccccc2c2nc(-c3ccccc3)nn12 | -21.2%
Cc1ccc(F)cc1CN1CCOc2cc([S+](=O)([O-])N(C)C)ccc2C1 | -11.4%[44.1 µM]
Cn1c(=O)c2c(nc(NCc3ccccc3)n2Cc2ccc(Cl)c(Cl)c2)n(C)c1=O | u
CCN(Cc1ccccc1)c1ncnc2c1cnn2-c1ccc(F)cc1 | i
COc1ccccc1NC(=O)c1oc2ccccc2c1NC(=O)C(C)C | -18.0%
CC(C)c1ccc(S(=O)(=O)c2nnn3c2nc(N2CCOCC2)c2sccc23)cc1 | -15.7%
CNC(=O)c1c(NC(=O)Cc2coc3ccc(C)cc23)sc2c1CCCC2 | -0.4%
COc1ccc(C(=O)N2CCc3nn(Cc4ccccc4)c(=O)n3CC2)cn1 | 40.2%[activator]
CCc1nc(-c2c3n(c(=O)n(Cc4c(F)cccc4Cl)c2=O)CCCC3)no1 | -8.1%
CC1(CCCCc2ccccc2)COc2ccc(C(=O)Nc3cccnc3)cc2N1 (stereo unspecified) | u
Cc1ccc(OCC(=O)Nc2cc3nn(-c4ccccc4)nc3cc2C)cc1 | 22.3%

Only part of the results is shown; rates above refer to the full screens.
